A-T KAP1 phos: qHTS Assay for Identifying a Potential Treatment of Ataxia-Telangiectasia. […] A-T fibroblasts, KAP-1 phosphorylation AlphaLISA; neocarzinostatin DNA damage 30 min before lysis. actives 0.19% (n = 320,000). Potency, µM (titrated, usually from 57.5 µM), inactives show top-dose activation, actives largely listed as activators. AID 485349, 2010; also: potency is read from the fitted curve at half-maximal effect; % of control where 0% means no effect; nearly all actives have a fitted effect of over 45% in size
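ATM-like activity read as KAP-1 phosphorylation via AlphaLISA donor/acceptor antibody pairs after lysis and 6 hr at 25C. Cells were ATM-null patient fibroblasts ([…], hTERT), dosed 60 min, then exposed to the DSB inducer NCS for 30 min.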
TCR act: Activators of T cell receptors: qHTS campaign; primary human leukocytes, anti-CD3, IL-2 HTRF, 48 h; AID 504894, 2011; 330,000 tested, under 10 active; Potency, µM (highest dose often 9.22 µM), for inactives: top-dose activation of IL-2 secretion, usual class: activators; also: % of control where 0% means no effect
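48 hr co-incubation of compounds, a-CD3 beads and primary human leukocytes; IL-2 quantified homogeneously by HTRF with anti-IL-2 K and d2 conjugates.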
MLL CXXC-DNA inh: qHTS Fluorescence Polarization Assay for Inhibitors of MLL CXXC domain - DNA interaction; AID 2662, 2010; MLL-CXXC / FITC-HOXA9 DNA fluorescence polarization; actives 0.037% (n = 290,000); Potency, µM (highest dose often 115 µM), for the others: at the top dose activity change, negative = inhibition, actives largely listed as inhibitors; Histone-lysine N-methyltransferase 2A (Homo sapiens), Q03164; active = well fitted inhibition curve with a large enough effect in the polarisation, with a control signal flat, not every such curve was filed as active; inconclusive = small, poorly fitted or top-dose-only effect, or effect the other way, or a change in a side signal; inactive = no such curve, though single readings can be large or run the other way; the % refers to the polarisation; also: potency is read from the fitted curve at half-maximal effect
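Fluorescence polarization: 7 uM MLL-CXXC (stock) preincubated 5 min with compounds, then 50 nM fluorescein-HOX-A9 DNA (stock) added; 30 min ambient. Buffer 50 mM Tris-HCl pH 7.5, 50 mM NaCl, 1 mM DTT, 0.05% BSA.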
TSHR antagonist: Antagonists of the Thyroid Stimulating Hormone Receptor: HTS campaign | Thyrotropin receptor (Homo sapiens), P16473 | TSHR-expressing cells, TSH-stimulated cAMP HTRF, 2 h; stronger effect = lower value | activity change, negative = inhibition, % at 11.5 µM | actives 0.2% (n = 330,000);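 active = activity change below a set negative limit, meaning inhibition stronger than a set level, cut at about -70% in these data; inconclusive = activity change between two set negative limits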; also: % is scaled to controls: 0 for no effect and ±100 for the full control effect
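Competitive HTRF cAMP read-out (cryptate anti-cAMP antibody, cAMP-d2; 30 min, room temperature) in freshly harvested TSHR cells. Compounds added before TSH at EC80 (4nM final), followed by 2 hours' incubation at 37 deg C.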
Tb PFK block: qHTS Assay to Find Inhibitors of T. brucei phosphofructokinase. ATP-dependent 6-phosphofructokinase (Trypanosoma brucei brucei), O15648. T. brucei PFK, ADP-Glo luminescence. Potency, µM (titrated, usually from 57.5 µM), without a hit: at the top dose activity, negative = inhibition, hits mostly inhibitors. actives 0.17% (n = 330,000). AID 485367, 2010;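 also: potency is read from the fitted curve at half-maximal effect; 0% = uninhibited 1x PFK enzyme wells and -100% = no-enzyme wells; nearly all actives have a fitted effect of over 60% in size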
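Luminescent ADP detection (ADP-Glo, two-step: ATP depletion then ADP-to-ATP conversion for luciferase) reported PFK activity after 45 min room-temperature reaction of 1.25 nM enzyme with 0.5 mM F6P and 0.1 mM ATP at pH 8.0.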
BCR signal inh: qHTS Assay to Find Inhibitors of Chronic Active B-Cell Receptor Signaling; ABC-DLBCL IkBa-CBG/CBR reporter, luminescence ratio, 4 h; Potency, µM (top dose mostly 46.1 µM), inactives show at the highest dose ratio change, negative = lower green/red ratio, actives largely listed as inhibitors; actives 0.05% (n = 340,000); active = well fitted inhibition curve with a large enough effect in the signal ratio, with a control signal flat, not every such curve was filed as active; inconclusive = small, poorly fitted or top-dose-only effect, or effect the other way, or a change in a side signal; the % refers to the signal ratio;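 also: potency is read from the fitted curve at half-maximal effect; plate controls were basal doxycycline-induced cells for no effect and cells given 10 µM MG132 for full effect; MG132 reads +100%, hits lower the ratio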
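Compounds up to 46 uM were incubated four hours with TMD8 cells whose green CBG68 luciferase is fused to IkappaBalpha; red CBR luminescence normalised the signal, and concentration-effect curves were fitted to fusion, red and ratio data.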
KCNH2 WT inh: qHTS for Inhibitors of KCHN2 3.1: Wildtype qHTS. Voltage-gated inwardly rectifying potassium channel KCNH2 (Homo sapiens), Q12809. U2OS, BacMam KCNH2, thallium flux FluxOr; stronger effect = lower value. activity change, % at 1.84 µM. actives 0.37% (n = 340,000). AID 720551, 2013;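 active = maximum activity change below -70%; inconclusive = maximum activity change between -70% and -50%; inactive = maximum activity change above -50%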; also: % is scaled to controls: 0 for no effect and ±100 for the full control effect
Target sequence (Q12809 whole entry, looked up): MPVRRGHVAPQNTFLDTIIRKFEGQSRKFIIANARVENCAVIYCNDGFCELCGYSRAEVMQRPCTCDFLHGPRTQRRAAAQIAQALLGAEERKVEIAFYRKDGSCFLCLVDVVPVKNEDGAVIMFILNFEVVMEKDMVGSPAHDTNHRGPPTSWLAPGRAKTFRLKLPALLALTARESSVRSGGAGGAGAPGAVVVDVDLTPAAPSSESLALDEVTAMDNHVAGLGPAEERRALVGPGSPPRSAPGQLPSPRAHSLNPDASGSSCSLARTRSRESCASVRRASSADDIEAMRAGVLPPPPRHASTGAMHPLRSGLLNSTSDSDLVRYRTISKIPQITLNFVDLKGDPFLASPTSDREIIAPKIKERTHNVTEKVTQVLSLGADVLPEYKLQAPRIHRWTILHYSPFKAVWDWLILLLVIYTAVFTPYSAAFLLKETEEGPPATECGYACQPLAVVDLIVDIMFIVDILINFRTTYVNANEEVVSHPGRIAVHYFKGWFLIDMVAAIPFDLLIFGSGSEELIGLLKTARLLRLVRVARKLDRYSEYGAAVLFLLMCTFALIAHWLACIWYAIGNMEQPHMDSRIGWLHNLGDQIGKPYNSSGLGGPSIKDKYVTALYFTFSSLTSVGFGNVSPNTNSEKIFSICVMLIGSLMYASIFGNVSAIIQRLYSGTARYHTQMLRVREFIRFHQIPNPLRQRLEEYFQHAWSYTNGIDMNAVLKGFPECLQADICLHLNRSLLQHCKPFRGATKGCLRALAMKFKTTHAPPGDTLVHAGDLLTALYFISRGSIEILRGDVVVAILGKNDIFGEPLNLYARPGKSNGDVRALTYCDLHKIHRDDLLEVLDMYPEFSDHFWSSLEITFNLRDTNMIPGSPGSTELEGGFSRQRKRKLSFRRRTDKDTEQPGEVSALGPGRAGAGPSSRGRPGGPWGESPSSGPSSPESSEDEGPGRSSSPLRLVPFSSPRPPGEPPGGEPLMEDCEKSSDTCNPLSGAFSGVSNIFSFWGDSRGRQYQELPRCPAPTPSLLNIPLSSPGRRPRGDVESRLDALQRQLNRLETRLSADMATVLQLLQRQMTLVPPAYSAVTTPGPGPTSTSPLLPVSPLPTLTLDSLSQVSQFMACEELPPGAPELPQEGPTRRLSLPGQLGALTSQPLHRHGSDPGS
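U2OS cells were transduced with wild-type KCNH2 virus (2.03 x 10^8 / mL) for 4 h at room temperature, then cultured overnight at 37 C. Thallium flux was read with FluxOr dye. Rate constants were normalized to DMSO controls.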
FBPA coupling cs: qHTS Assay for Inhibitors of Fructose-1,6-bisphosphate Aldolase from Giardia Lamblia: Coupling assay counterscreen; activity change, negative = inhibition, % at 58.2 µM, hits read low; coupling enzyme system counterscreen, AmpLite Red fluorescence; actives 0.67% (n = 290,000); in the data active = activity change below about -30%; also: % is scaled to controls: 0 for no effect and ±100 for the full control effect
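Coupling enzymes only (glyceraldehyde-3-phosphate) + compound, at 57.5 uM final, 10 min RT; add substrate/coupling/AmpLite Red mix, 20 min RT; fluorescence ex 525/em 598 nm. Actives flag coupling-system interference.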
Giardia killer: Small Molecules that selectively kill Giardia lamblia: qHTS | Giardia lamblia trophozoite viability | activity change, % at 7.66 µM, hits read low | actives 0.15% (n = 340,000); in the data active = activity change below about -80%; inconclusive = between about -30% and that limit;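 also: parasites exposed to compound for two days anaerobically before the ATP read; % is scaled to controls: 0 for no effect and ±100 for the full control effect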
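Trophozoite viability was measured as ATP-dependent luminescence, read 15-30 min after reagent addition. Before that, parasites at 100 cells/well were exposed to compounds for 48 h, anaerobically, at 37 deg C.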
GALK inhibitor: qHTS Assay for Inhibitors of Human Galactokinase (GALK) | P51570 | Purified GALK, Kinase-Glo residual ATP luminescence | Potency, µM (series often up to 57.5 µM), for inactives: at the top dose activity change, negative = inhibition, usual class: inhibitors | actives 0.007% (n = 270,000); also: potency is read from the fitted curve at half-maximal effect; % is scaled to controls: 0 for no effect and ±100 for the full control effect
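5 nM enzyme, 35 uM ATP, 100 uM galactose, 20 mM HEPES pH8.0, 5 mM MgCl2; 1 h RT; residual ATP by Kinase-Glo Plus luminescence, qHTS format.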
Starred values were filed as active, the others as inactive; ? = inconclusive; · = not tested or not shown; [ ] = dose if it differs, or a comment. Unless noted, calls follow the shape of the dose curve; as a rule, active = well fitted curve in the direction sought with a large enough effect; inconclusive = small, poorly fitted or top-dose-only effect, or another doubt; inactive = no such curve, though single readings can be large; an effect the other way counts as inactive or inconclusive.

Below each compound: A-T KAP1 phos, TCR act, MLL CXXC-DNA inh, TSHR antagonist, Tb PFK block, BCR signal inh, KCNH2 WT inh, FBPA coupling cs, Giardia killer, GALK inhibitor
CCCn1c(SCC(=O)Nc2ccc3c(c2)OCO3)nc2c1c(=O)n(C)c(=O)n2C
→ 8%, -6%, 12%, -3, 1%, 0%, 17, 6, 5, 3%
O=C(COC(=O)CCC(=O)c1ccc(F)cc1)Nc1cccc(S(=O)(=O)N2CCCC2)c1
→ -2%, -5%, 0%, -2, 3%, -9%, 6, 0, -17, 5%
S=c1[nH]nc(-c2ccc(Cl)cc2)n1-c1cccnc1
→ -9%, -6%, -10%, -2, -10%, 10%, -3, 4, -16, 4%
COc1ccc2c(COC(=O)CCS(=O)(=O)c3ccc(C)cc3)cc(=O)oc2c1
→ -13%, -9%, ·, -6, 1%, 0%, 1, ·, 4, ·
N#CC1(NC(=O)CSc2nncn2-c2ccccc2F)CCCC1
→ -5%, -6%, ·, 11, 1%, -2%, 2, ·, -11, ·
COc1ccc(OCC(=O)NNC(=O)c2cccc(S(=O)(=O)N(C)C)c2)cc1
→ 3%, 0%[46.1 µM], -14%, 3, 0%, -2%, 7, 4, 5, 2%
COCCNC(=O)c1cc2sccc2n1C
→ -2%, 5%, -1%, -1, 3%, ?, -6, 1, 17, 0%
O=C(COC(=O)c1ccc(F)cc1)Nc1cc(S(=O)(=O)N2CCOCC2)ccc1N1CCCC1
→ 0%, -1%, -2%, 0, 1%, -5%, 2, 3, -12, 7%
Cc1ccc(C)c(S(=O)(=O)N2CCN(C(=O)Cc3c(F)cccc3Cl)CC2)c1
→ 2%, 12%, ·, 0, 6%, -5%, 1, ·, -23, ·
CC1(C)CC(=O)C(C(=O)CCCCC(=O)C2C(=O)CC(C)(C)CC2=O)C(=O)C1
→ -5%, 1%, -3%, 4, -4%, ?, 7, 2, -17, 2%
CN1CCN(c2ccc(-c3cccc(NC(=O)COc4ccc(Cl)cc4Cl)c3)nn2)CC1
→ -3%, -5%, ·, -6, -4%, -9%, 8, ·, -7, ·
O=C(CCn1[nH]c(=O)c2ccccc2c1=O)N1CCOCC1
→ ·, -9%, 3%, -6, 2%, 0%, -10, 0, 0, -1%
COC1=CC(=O)CC(C)C12Oc1cc(OC)cc(OC)c1C2=O (stereo not given)
→ 8%, 12%, 1%, 1, 0%, -1%, 2, 0, -2, -2%
O=C(O)C(Cc1ccccc1)N1C(=O)/C(=C/c2cccc3ccccc23)SC1=S (stereo not given)
→ -9%, ·, ?, -7, -15%, ?, ·, 8, ·, -7%
O=c1oc(-c2cccs2)nc2ccc(Br)cc12
→ 6%, ·, 0%, -29, 19%, ?, 0, -2, -10, -3%
Cc1n[nH]c(=O)c2ccccc12
→ 8%, 2%, 1%, 0, 2%, 0%, -12, -1, 4, -2%
COCCCN(C(=O)Nc1ccccc1)C(C)c1ccncc1 (stereo not given)
→ 23%, -2%, -2%, -5, -1%, 5%, 1, 0, -29, 1%
COc1ccc(Br)cc1CN1CCC(N2CCCC2)CC1
→ 2%, 1%, -13%, 11, -6%, 6%, 1, -2, 2, -2%
O=C(COc1ccccc1)Nc1ccc(N2CCN(C(=O)c3ccco3)CC2)cc1
→ 0%, 0%, 5%, -9, -8%, 3%, 5, 2, -12, 4%
O=C(c1ccccc1)N1CCCCC(S(=O)(=O)c2ccccc2)C1=O (stereo not given)
→ 4%, 5%, -5%, 0, 2%, -1%, 2, 5, 9, ·
CC(=O)N1CSCC1C(=O)N1CCN(c2ccc(N3CCOCC3)nn2)CC1 (stereo not given)
→ 6%, -5%, -2%, 7, 2%, ?, -11, 0, -1, 2%
CC1(C)CC(=O)C2=C(C1)NC1=C(C(=O)c3ccccc31)C2c1ccc(O)cc1 (stereo not given)
→ -1%, 9%[46.1 µM], ?, 18, -3%, -1%, 11, 1, 3, ·
CNCCCOc1ccc(C(C)(C)c2ccccc2)cc1
→ -4%, ·, 20%, 7, -6%, ?, ·, 1, ·, 0%
COc1ccc(S(=O)(=O)N(C)C[C@H]2Oc3c(NC(=O)NC(C)C)cccc3C(=O)N([C@H](C)CO)C[C@@H]2C)cc1
→ -2%, -1%, ·, 10, 10%, 3%, -6, ·, -6, ·
CCCCCC(=O)N/N=C/c1ccc(N(C)C)cc1
→ 0%, 0%[46.1 µM], 5%, 14, -3%, -16%, -10, -1, -6, 0%
Nc1cc(C(=O)OCC(=O)c2ccc(CC(=O)N3CCOCC3)s2)ccc1Cl
→ -2%, -2%, ·, -35, -17%, -6%, 1, ·, -20, ·
COCCN1C(=O)c2ccc(C(=O)O)cc2C1=O
→ -9%, 3%, -8%, 3, 16%, ?, 2, 0, -5, 0%
CCC(=O)c1ccc(OCC(=O)OCC(=O)N2CCCc3ccccc32)cc1
→ -1%, -3%, ·, -21, -3%, -3%, 7, ·, -6, ·
Cc1nn(C)c(Cl)c1C(=O)NC(C(=O)O)c1ccccc1 (stereo not given)
→ 0%, 3%, 1%, 10, 6%, -1%, -2, 5, -18, 1%
Cc1nn(CC(=O)NC2(C#N)CCCCC2)c(C)c1[N+](=O)[O-]
→ 8%, -4%, ·, 2, 7%, 2%, 14, ·, 2, ·
CC1CCN(CCC(=O)NN)CC1
→ -1%, -1%, 2%, 4, -4%, -19%, ·, 4, -1, 0%
CCCCn1c(SCC2CCCCO2)nc2cc(S(N)(=O)=O)ccc21 (stereo not given)
→ 7%, ·, 2%, 8, -1%, -9%, -3, 0, -3, 8%
CCOc1ccc(N2C(=O)Nc3ccc(Br)cc3C2(O)C(=O)NCCCN(C)C)cc1 (stereo not given)
→ -3%, -2%, 8%, -2, 0%, 0%, 2, 6, 1, 9%
COc1ccc(C2=NS(=O)(=O)N(C)C(C(=O)N3CCCCC3)=C2)cc1
→ 8%, -3%, ·, 1, 0%, -16%, 2, 1, -16, ·
COc1ccccc1CNC(=O)CC12CC3CC(CC(Br)(C3)C1)C2
→ 20%, 10%, 1%, 28, -5%, 18%, 13, 1, 3, 7%
CCCSc1nnc(NC(=O)CSc2nc3[nH]c(=O)cc(O)c3s2)s1
→ -4%, -3%, ·, 7, 5%, -11%, -1, ·, 7, ·
CC(C)CC1Nc2ncnc(N3CCN(c4ccccc4)CC3)c2N(Cc2ccc(Cl)cc2)C1=O (stereo not given)
→ 4%, 1%, ·, -11, 0%, 3%, -4, ·, -24, ·
COc1ccc(C)cc1NC(=O)C1CCCN(S(=O)(=O)c2cccc3cccnc23)C1 (stereo not given)
→ 4%, 6%, ·, 35, 0%, -2%, -3, 1, -1, ·

Rewritten tab-delimited: part of the list above
Compound	A-T KAP1 phos	TCR act	MLL CXXC-DNA inh	TSHR antagonist	Tb PFK block	BCR signal inh	KCNH2 WT inh	FBPA coupling cs	Giardia killer	GALK inhibitor
COc1ccccc1CNC(=O)CC12CC3CC(CC(Br)(C3)C1)C2	20%	10%	1%	28	-5%	18%	13	1	3	7%
Cc1nn(C)c(Cl)c1C(=O)NC(C(=O)O)c1ccccc1 (stereo not given)	0%	3%	1%	10	6%	-1%	-2	5	-18	1%
CNCCCOc1ccc(C(C)(C)c2ccccc2)cc1	-4%	·	20%	7	-6%	?	·	1	·	0%
CC(=O)N1CSCC1C(=O)N1CCN(c2ccc(N3CCOCC3)nn2)CC1 (stereo not given)	6%	-5%	-2%	7	2%	?	-11	0	-1	2%

Screening results from PubChem BioAssay.
